LDHA block = inhibitors of human lactate dehydrogenase A; purified LDHA, NADH/diaphorase-resazurin fluorescence; stronger effect = lower value; activity change, % (values are at about 110 or 230 µM); 480,000 tested, 0.15% active; AID 1347041; in the data active means activity change below about -30%; inconclusive means mostly about -25% to -30%;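 further: plate controls were DMSO wells for no effect and wells without enzyme for full effect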
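Resorufin fluorescence (ex540/em590), read at 0 and 20 min after diaphorase/resazurin addition, reports the NADH left after a 5 min room-temperature reaction of 2 nM human LDH5 with 0.06 mM NADH and 0.2 mM pyruvate.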
ALOX12 inh = ALOX12 (human) lipoxygenase inhibition; 580,000 tested, 1.1% active; purified 12hLO, xylenol orange hydroperoxide absorbance; Potency, µM (series often up to 108 µM), without a hit: at the top dose activity change, negative = inhibition, most hits filed as inhibitors; AID 1671190; P18054; further: potency means the concentration at half of the fitted maximal effect; on the % scale 0 is the no-effect control and ±100 the full control effect
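Purified human 12hLO (150 nM final) in 25 mM Hepes, 0.01% Triton X-100, pH 7.0 was preincubated 15 min at room temperature with compound. Then 40 uM arachidonic acid was added, 30 min. Hydroperoxide was read by Fe-XO absorbance ratio 573/405 nm.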
Pol eta inh = blocks human DNA polymerase eta activity; 390,000 tested, 1.2% active; Potency, µM (titrated, usually from 114 µM), for the others: at the highest dose activity change, negative = inhibition, usual class: inhibitors; recombinant Pol eta, fluorescent DNA replication assay; Q9Y253; further: potency means the concentration at half of the fitted maximal effect; on the % scale 0 is the no-effect control and ±100 the full control effect
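Pol eta at 10 nM preincubated with compounds 15 min at room temperature; reaction started with fluorescent substrate (50 nM final) and read kinetically at 0 and 10 min.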
APE1 inh = blocks human APE1 abasic DNA cleavage; recombinant APE1, TAMRA/BHQ-2 abasic DNA cleavage fluorescence; P27695; 350,000 tested, 0.35% active; Potency, µM (titrated, usually from 65.8 µM), without a hit: top-dose activity change, negative = inhibition, actives largely listed as inhibitors;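 further: potency means the concentration at half of the fitted maximal effect; plate controls were vehicle for no effect and reference inhibitor for full effect; nearly all actives have a fitted effect of over 55% in size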
Target sequence (P27695 whole entry, looked up): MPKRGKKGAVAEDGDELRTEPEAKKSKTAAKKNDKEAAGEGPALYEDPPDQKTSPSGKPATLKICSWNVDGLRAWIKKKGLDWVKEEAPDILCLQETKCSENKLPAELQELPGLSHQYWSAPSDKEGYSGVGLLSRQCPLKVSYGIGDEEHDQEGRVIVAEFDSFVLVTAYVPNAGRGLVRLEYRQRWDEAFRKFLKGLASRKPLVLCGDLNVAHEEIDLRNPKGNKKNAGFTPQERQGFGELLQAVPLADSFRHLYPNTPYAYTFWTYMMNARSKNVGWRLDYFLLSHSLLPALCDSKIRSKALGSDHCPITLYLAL
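Measures dequenching upon AP-site incision of a 5'-TAMRA/3'-BHQ-2 THF-containing duplex, 50 nM; human APE1 0.75 nM after 15 min room-temperature exposure to compound; kinetic three-point read at one-minute spacing.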
POLB inh = inhibitors of human DNA polymerase beta. 340,000 tested, 1.3% active. Pol beta primer extension/strand displacement, fluorescence kinetic. P06746. Potency, µM (titrated, usually from 114 µM), without a hit: at the top dose activity change, negative = inhibition, hits mostly inhibitors; further: potency means the concentration at half of the fitted maximal effect; on the % scale 0 is the no-effect control and ±100 the full control effect
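Reaction started by 50 nM substrate onto compound-treated Pol beta (10 nM, 15 min preincubation, room temperature); plates read at 0 min and 10 min. Normalized concentration-effect data fitted by four-parameter Hill equation.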
Apoferritin bind = candidate novel general anesthetic via apoferritin binding. 350,000 tested, 0.074% active. apoferritin/1-aminoanthracene competitive binding, fluorescence. Potency, µM (titrated, usually from 77.5 µM), for the others: at the top dose activity change, negative = displacement, usual class: inhibitors; further: potency means the concentration at half of the fitted maximal effect; on the % scale 0 is the no-effect control and ±100 the full control effect; nearly all actives have a fitted effect of over 20% in size
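Steps: apoferritin (10 uM) was premixed with half-saturated 1-AMA in PBS, compounds were pin-transferred, plates stood 10 min at room temperature, fluorescence was read at 380/535 nm, and curves were fitted with a Hill equation.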
RGS4 inh = human RGS4 inhibition | Transcreener GDP fluorescence polarization, RGS4-accelerated GTP hydrolysis | Potency, µM (highest dose often 114 µM), for the others: at the top dose activity change, negative = inhibition, hits mostly inhibitors | 390,000 tested, 0.039% active | AID 504845; further: potency means the concentration at half of the fitted maximal effect; on the % scale 0 is the no-effect control and ±100 the full control effect; nearly all actives have a fitted effect of over 75% in size; some results filed as inactive show a strong effect at the top dose
Target sequence (P49798 whole entry, looked up): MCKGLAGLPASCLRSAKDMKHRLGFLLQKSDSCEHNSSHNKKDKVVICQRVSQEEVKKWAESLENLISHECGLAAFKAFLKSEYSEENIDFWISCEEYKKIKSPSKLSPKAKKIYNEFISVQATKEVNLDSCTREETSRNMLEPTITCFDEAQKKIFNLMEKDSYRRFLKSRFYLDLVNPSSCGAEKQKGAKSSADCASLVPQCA
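MLSMR compounds (23 nl, pin-transferred) preincubated 10 min at room temperature with a 500nM (2x) first reagent, then RGS4 at 900nM (2x) plus Transcreener GDP mix added; fluorescence polarization (620/688 nm) read before and after 90 min at 30 °C.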
POLK inh = blocks human DNA polymerase kappa activity. Potency, µM (titrated, usually from 107 µM), for inactives: top-dose activity, negative = inhibition, actives largely listed as inhibitors. 400,000 tested, 0.53% active. purified Pol kappa, fluorescent DNA synthesis assay, 10 min. AID 588579. Q9UBT6; further: potency means the concentration at half of the fitted maximal effect; on the % scale 0 is the no-effect control and ±100 the full control effect
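10 nM Pol kappa was preincubated with compounds for 15 min at room temperature. Reaction started with 50 nM (final) substrate. Fluorescence read kinetically at 0 and 10 min.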
ERG Ets-DNA blk = ERG Ets/DNA interaction inhibition | fluorescence polarization, His-ERG Ets domain / labelled DNA | 370,000 tested, 0.028% active | P11308 | Potency, µM (titrated, usually from 76.9 µM), for inactives: top-dose FP activity, negative = inhibition, most hits filed as inhibitors | AID 624246; active means well fitted inhibition curve with a large enough effect in the polarisation, with a control signal flat; inconclusive means small, poorly fitted or top-dose-only effect, or effect the other way, or a change in a side signal; inactive means no such curve, though single readings can be large or run the other way; the % refers to the polarisation;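 further: polarization taken with two DNA probes labelled with fluorescein and Texas red; potency means the concentration at half of the fitted maximal effect; % of control where 0% means no effect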
Target sequence (P11308 whole entry, looked up, the tested form may be a part): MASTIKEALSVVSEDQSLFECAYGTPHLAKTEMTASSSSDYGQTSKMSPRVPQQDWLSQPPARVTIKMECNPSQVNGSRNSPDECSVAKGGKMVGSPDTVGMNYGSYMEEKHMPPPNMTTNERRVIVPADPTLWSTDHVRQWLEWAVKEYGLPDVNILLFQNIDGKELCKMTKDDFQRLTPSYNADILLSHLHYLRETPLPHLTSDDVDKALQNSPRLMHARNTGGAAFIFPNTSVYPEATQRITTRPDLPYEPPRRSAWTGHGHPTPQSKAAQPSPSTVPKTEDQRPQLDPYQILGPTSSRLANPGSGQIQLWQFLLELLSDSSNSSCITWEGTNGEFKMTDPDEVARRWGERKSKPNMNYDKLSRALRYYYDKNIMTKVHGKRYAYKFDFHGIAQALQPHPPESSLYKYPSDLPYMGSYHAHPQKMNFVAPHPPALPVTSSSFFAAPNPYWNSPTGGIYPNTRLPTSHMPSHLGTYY
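His-tagged ERG Ets domain (1 uM in the protein solution; 300mM KCl, 50mM Tris-HCl, 1mM EDTA, 1mM DTT, pH 7.5) received compound, then a probe mix of 5 nM fluorescein-DNA and 100nM Texas-615-DNA. Fluorescence polarization was read for both dyes.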
* marks the source's active call; other numbers are inactive results; i = inactive; ? = inconclusive; . = no result given; & = joins results of further samples; [ ] = remark or other dose. Unless noted, the call rests on the fitted dose curve; in most records, active means well fitted curve in the direction sought with a large enough effect; inconclusive means small, poorly fitted or top-dose-only effect, or another doubt; inactive means no such curve, though single readings can be large; an effect the other way counts as inactive or inconclusive.

Structure,LDHA block,ALOX12 inh,Pol eta inh,APE1 inh,POLB inh,Apoferritin bind,RGS4 inh,POLK inh,ERG Ets-DNA blk
Cc1cc(N2CCCCC2)nc2ccc(NC(=O)/C=C/c3ccc(OC(C)C)cc3)cc12,-3,0%,-16%,.,30%[activator],6%,-16%,-2%,-1%
CCCCc1nn2c(=O)cc(COC(=O)Cc3ccccc3)nc2s1,-2,?,2%,.,18%,?,-46%,1%,0%
C[C@H]1CC[C@@H]2[C@@H](C)[C@H]3[C@H](C[C@H]4[C@@H]5CC=C6C[C@@H](O[C@@H]7O[C@H](CO)[C@H](O)[C@H](O[C@@H]8O[C@H](CO)[C@@H](O)[C@H](O)[C@H]8O)[C@H]7O[C@@H]7O[C@@H](C)[C@H](O)[C@@H](O)[C@H]7O)CC[C@]6(C)[C@H]5CC[C@]34C)N2C1,8,-1%,-12%,4%,0%,-6%,-22%,19%,9%
COC(=O)C1=C(c2cc3ccccc3s2)C[C@@H]2CC[C@H]1N2C(=O)NC1CC1,5,14%,-9%,.,.,.,29%,-23%,9%
CC1OC(C[N+](C)(C)C)CC1O (stereo not given),-3,0%,-4%,-5%,.,.,4%,-14%,-2%
COc1ccc(OC)c(NP(=O)(Oc2ccc(Cl)cc2)Oc2ccc(Cl)cc2)c1,-6,-9%,-3%,17%,?,46%[activator],4%,-6%,1%
Nc1ccc(C2(c3ccc(N)cc3)CCCCC2)cc1,-7,-13%,-15%,?,2%,?,-8%,-4%,14%
CCOc1ccc(C2(C#N)CC[N+](C)(C)CC2)cc1,-1,9%,-13%,4%,15%,-7%,-25%,3%,4%
Cc1ccc(O)c(CN2CCN(c3ccccc3)CC2)c1,-3,34%[activator],-1%,-7%,1%,-17%,6%,0%,-2%
COC(=O)CN1C(=O)CN=C(c2ccccc2Cl)c2cc(Br)ccc21,1,?,-20%,-1%,2%,0%,25%,5%,-5%
CC1CCN(C(=O)COC(=O)c2cn(C)c3ccccc23)CC1,-3,i,1%,35%,.,.,-5%,-13%,-3%
CCn1c(O)c(C=NCc2cccs2)c(=O)[nH]c1=O,-9,-8%,-5%,2%,-2%,4%,-73%[56.9 µM],-6%,2%
NC(=O)OCCSc1nnc(-c2cccc(C(N)=S)c2)o1,-10,?,1%,-3%,-1%,5%,25%,-19%,-6%
Cc1cccc(C(=O)Nc2ccc3c(c2)CC2(C(=O)N(C)C(=O)N(C)C2=O)C2CCCN32)c1 (stereo not given),1,.,-22%,0%,-3%,?,-32%,9%,-5%
Cc1ccc(CNCCc2ccc(F)cc2)s1,-3,?,-22%,-8%,3%,-9%,11%,2%,11%
C[C@]12O[C@H](C[C@@]1(O)C(=O)O)n1c3ccccc3c3c4c(c5c6ccccc6n2c5c31)CNC4=O,.,4%[12.5 µM],.,-6%,.,4%,.,-9%[60.1 µM],.
Cc1ccc(NC(=O)CN2C(=O)CN=C(c3ccccc3)c3ccccc32)cc1Cl,-8,?,-7%,.,-29%,-7%,19%,-17%[60.1 µM],-3%
COc1ccc(-n2c(C)nc3ccccc3c2=O)c([N+](=O)[O-])c1,-6,45%[activator],-13%,4%,?,-9%,-3%,-7%,-12%
C=C(C)[C@@H]1[C@H]2OC(=O)[C@H]1[C@]1(O)C[C@H]3O[C@]34C(=O)O[C@H]2[C@]14C,-9,23%,-12%,.,.,.,9%,0%,5%
CC(C)Oc1ccc(CCN)cc1Cl,-7,-6%,-15%,0%,0%,-7%,4%,0%,7%
O=C(c1c[nH]c2ccc(S(=O)(=O)N3CCC4(CC3)OCCO4)cc2c1=O)N1CCC2(CC1)OCCO2,-6,0%,-5%,24%,-8%,-3%,22%,-7%,-3%
O=c1cc(CN2CCNCC2)nc2sccn12,-7,12%,-16%,19%,10%,-6%,-16%,-3%,11%
CCN1CCN(Cc2cccnc2)CC1,4,?,-27%,40%,4%,1%,-1%,-5%,4%
CCN(C(=O)COC(=O)c1cc(C)n(C2CC2)c1C)c1ccccc1,-2,3%,-24%,-4%,.,.,-6%,4%,6%[15.4 µM]
O=C(Nc1ccc(F)cc1)N1CC2CC(C1)c1cccc(=O)n1C2 (stereo not given),-3,0%,-6%,-2%,-1%,-6%,4%,-3%,-4%
O=c1[nH]sc2cc(F)ccc12,-14,40µM*,-4%,0%,?,-4%,-108%,6%,8%
CN1CC[C@@]2(c3cccc(O)c3)Cc3nc4ccccc4cc3C[C@H]2C1,.,?,.,-5%,.,.,0%[56.9 µM],-4%[19.4 µM],.
COc1ccc(C=C2C(=O)N(C)C(=O)N(C)C2=O)cc1CSc1ccccn1,-6,?,-3%,-3%,30%,?,-46%,-19%,-1%
CN1C(=O)C(=Cc2ccccc2OCc2ccc(Cl)cc2)C(=O)N(C)C1=O,-6,?,-3%,1%,0%,3%,-27%,-9%,-5%
Cc1cccc(-n2c(C)nc3cc(C(=O)N4CCC5(CC4)OCCO5)ccc32)c1,-7,-6%,0%,21%,34%,-7%,0%,9%,-10%

Among those listed so far, these contain sulfur:
Structure,LDHA block,ALOX12 inh,Pol eta inh,APE1 inh,POLB inh,Apoferritin bind,RGS4 inh,POLK inh,ERG Ets-DNA blk
CCCCc1nn2c(=O)cc(COC(=O)Cc3ccccc3)nc2s1,-2,?,2%,.,18%,?,-46%,1%,0%
COC(=O)C1=C(c2cc3ccccc3s2)C[C@@H]2CC[C@H]1N2C(=O)NC1CC1,5,14%,-9%,.,.,.,29%,-23%,9%
CCn1c(O)c(C=NCc2cccs2)c(=O)[nH]c1=O,-9,-8%,-5%,2%,-2%,4%,-73%[56.9 µM],-6%,2%
NC(=O)OCCSc1nnc(-c2cccc(C(N)=S)c2)o1,-10,?,1%,-3%,-1%,5%,25%,-19%,-6%
Cc1ccc(CNCCc2ccc(F)cc2)s1,-3,?,-22%,-8%,3%,-9%,11%,2%,11%
O=C(c1c[nH]c2ccc(S(=O)(=O)N3CCC4(CC3)OCCO4)cc2c1=O)N1CCC2(CC1)OCCO2,-6,0%,-5%,24%,-8%,-3%,22%,-7%,-3%
O=c1cc(CN2CCNCC2)nc2sccn12,-7,12%,-16%,19%,10%,-6%,-16%,-3%,11%
O=c1[nH]sc2cc(F)ccc12,-14,40µM*,-4%,0%,?,-4%,-108%,6%,8%
COc1ccc(C=C2C(=O)N(C)C(=O)N(C)C2=O)cc1CSc1ccccn1,-6,?,-3%,-3%,30%,?,-46%,-19%,-1%

New compounds follow:
Structure,LDHA block,ALOX12 inh,Pol eta inh,APE1 inh,POLB inh,Apoferritin bind,RGS4 inh,POLK inh,ERG Ets-DNA blk
COc1ccc(C(O)(c2ccccc2)c2ccncc2)cc1 (stereo not given),-4,4%,-19%,.,.,.,-27%,-2%,8%
CCOc1ccc(C(C)=O)cc1Cn1ccsc1=N,-4,-17%,-3%,15%,17%,-5%,-29%,-10%,2%
c1ccc2c(c1)CNCc1cnnn1-2,-4,-13%,0%,.,.,.,-15%,3%,2%
CC(=O)OC1=CC[C@H]2[C@@H]3CC[C@H]4C[C@H](OC(C)=O)[C@@H](OC(C)=O)C[C@]4(C)[C@H]3CC[C@]12C,-3,-2%,-9%,7%,.,.,-10%,16%,4%
Cc1nc2sccc2c(=O)n1-c1ccccc1Cl,-2,0%,-8%,17%,1%,?,-21%,4%,-8%
Cc1cccc(-n2c(/C=C/c3ccccc3O)nc3ccccc3c2=O)c1,-6,-42%,-10%,.,27%,40%[activator],-21%,2%,-1%
Cn1cc(C(=O)C(=O)N[C@H]2CN3CCC2CC3)c2ccccc21,.,?,.,?,.,-9%,90%[activator][56.9 µM],6%&-10%[19.4 µM],.
O=C1N[C@@H](Cc2ccccc2)C(=O)N2[C@H]1C[C@H]1c3ccccc3N(OOSc3ccccc3)[C@H]12,0,?,-5%,.,.,.,-33%,-2%,6%
COc1ccccc1NC(=O)N1C[C@@H]2C[C@@H](C1)c1cccc(=O)n1C2,-3,-2%,-3%,4%,39%,-2%,20%,1%,-4%
CCn1c(NN=O)nc2ccccc21,-2,?,-11%,-2%,-5%,-9%,11%,1%,-2%
CCSC(=O)N1CCCCCC1,-2,-12%,-7%,51%&3%[activator],.,.,-1%,14%,5%
Cn1nccc1C(=O)N1CCC2(CC1)OCCO2,1,-9%,-14%,-2%,6%,-6%,10%,-3%,-1%
Oc1cc(Cl)c(Cl)c(Cl)c1,-2,?,-22%,-1%,.,.,18%,-21%,-11%
COc1ccc(Cn2c(O)c(C=NCCN3CCOCC3)c(=O)[nH]c2=O)cc1,-5,9%,-3%,-4%,6%,-19%,-5%,-7%,13%

Bioassay records as filed in PubChem.

This is a subset (hit frequency here may not be typical).
